From PubChem
TbHK1 inh = T. brucei hexokinase 1 inhibition | recombinant TbHK1, G6PDH-coupled NADH A340 | inhibition, % at 10 µM | 0.11% of 220,000 active;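 active = inhibition of 50% or more in the single-dose primary screen; inactive = inhibition below 50%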
14-3-3 Bad PPI = disrupts binding of bovine 14-3-3 zeta to phospho-Bad peptide | P63103 | TR-FRET 14-3-3zeta/Dy647-pBad peptide displacement, 1 h | inhibition, % at 21.7 µM | 0.71% of 220,000 active | AID 781;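 active = inhibition above about 70%, limit read from the data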;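 also: 0% = full 14-3-3 plus peptide FRET controls and 100% = background without 14-3-3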
Rad51 HR inh = Rad51 (human) homologous recombination inhibition. AID 1385. 0.085% of 200,000 active. hRad51 DNA strand exchange, fluorescence dequenching. inhibition, % at 10 µM. Q06609;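 active = inhibition above 40% at the single screening dose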;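 also: 0% = DMSO control wells and 100% = blanks with heterologous ssDNA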
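Read-out basis: percent inhibition relative to plate controls and blanks / Assay system: human Rad51 nucleoprotein filaments preassembled on unlabelled ssDNA / Timing: filaments 15 min 37 °C, then compound 30 min / Control set: per-plate controls and blanks / Technique: fluorescence dequenching at 485/520 nm / Compound: 10 µM final, single point / Also added: Fluorescein- and BHQ1-tagged 47-mer duplex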
Hck-Nef inh = inhibitors of human Hck kinase activated by Nef; P08631; 0.68% of 220,000 active; inhibition, % at 20 µM; Recombinant Hck-YEEI plus Nef, Z-Lyte FRET kinase assay; AID 463187;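 active = Hck-Nef kinase inhibition above about 50%, limit read from the data; inactive = inhibition below that limit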;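 also: 0% = DMSO with Hck plus Nef and 100% = Hck alone without Nef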
eIF4E-4G inh = eIF4E/eIF4G interaction inhibition in translation initiation | AID 782 | inhibition, % at 21.7 µM | TR-FRET eIF4E-eIF4GI(517-606) binding, 2 h | 0.37% of 220,000 active;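 active = inhibition above about 30%, limit read from the data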;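 also: 0% = full FRET control wells and 100% = background wells lacking eIF4GI fragment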
Target sequence (P63073 whole entry, looked up, the tested form may be a part): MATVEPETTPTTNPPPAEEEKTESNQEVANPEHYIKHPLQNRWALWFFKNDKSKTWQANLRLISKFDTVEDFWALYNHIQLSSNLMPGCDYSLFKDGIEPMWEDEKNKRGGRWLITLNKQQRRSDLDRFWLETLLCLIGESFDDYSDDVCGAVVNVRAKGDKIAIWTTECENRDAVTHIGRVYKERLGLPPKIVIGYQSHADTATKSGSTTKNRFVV
Target sequence (Q04637 whole entry, looked up, the tested form may be a part): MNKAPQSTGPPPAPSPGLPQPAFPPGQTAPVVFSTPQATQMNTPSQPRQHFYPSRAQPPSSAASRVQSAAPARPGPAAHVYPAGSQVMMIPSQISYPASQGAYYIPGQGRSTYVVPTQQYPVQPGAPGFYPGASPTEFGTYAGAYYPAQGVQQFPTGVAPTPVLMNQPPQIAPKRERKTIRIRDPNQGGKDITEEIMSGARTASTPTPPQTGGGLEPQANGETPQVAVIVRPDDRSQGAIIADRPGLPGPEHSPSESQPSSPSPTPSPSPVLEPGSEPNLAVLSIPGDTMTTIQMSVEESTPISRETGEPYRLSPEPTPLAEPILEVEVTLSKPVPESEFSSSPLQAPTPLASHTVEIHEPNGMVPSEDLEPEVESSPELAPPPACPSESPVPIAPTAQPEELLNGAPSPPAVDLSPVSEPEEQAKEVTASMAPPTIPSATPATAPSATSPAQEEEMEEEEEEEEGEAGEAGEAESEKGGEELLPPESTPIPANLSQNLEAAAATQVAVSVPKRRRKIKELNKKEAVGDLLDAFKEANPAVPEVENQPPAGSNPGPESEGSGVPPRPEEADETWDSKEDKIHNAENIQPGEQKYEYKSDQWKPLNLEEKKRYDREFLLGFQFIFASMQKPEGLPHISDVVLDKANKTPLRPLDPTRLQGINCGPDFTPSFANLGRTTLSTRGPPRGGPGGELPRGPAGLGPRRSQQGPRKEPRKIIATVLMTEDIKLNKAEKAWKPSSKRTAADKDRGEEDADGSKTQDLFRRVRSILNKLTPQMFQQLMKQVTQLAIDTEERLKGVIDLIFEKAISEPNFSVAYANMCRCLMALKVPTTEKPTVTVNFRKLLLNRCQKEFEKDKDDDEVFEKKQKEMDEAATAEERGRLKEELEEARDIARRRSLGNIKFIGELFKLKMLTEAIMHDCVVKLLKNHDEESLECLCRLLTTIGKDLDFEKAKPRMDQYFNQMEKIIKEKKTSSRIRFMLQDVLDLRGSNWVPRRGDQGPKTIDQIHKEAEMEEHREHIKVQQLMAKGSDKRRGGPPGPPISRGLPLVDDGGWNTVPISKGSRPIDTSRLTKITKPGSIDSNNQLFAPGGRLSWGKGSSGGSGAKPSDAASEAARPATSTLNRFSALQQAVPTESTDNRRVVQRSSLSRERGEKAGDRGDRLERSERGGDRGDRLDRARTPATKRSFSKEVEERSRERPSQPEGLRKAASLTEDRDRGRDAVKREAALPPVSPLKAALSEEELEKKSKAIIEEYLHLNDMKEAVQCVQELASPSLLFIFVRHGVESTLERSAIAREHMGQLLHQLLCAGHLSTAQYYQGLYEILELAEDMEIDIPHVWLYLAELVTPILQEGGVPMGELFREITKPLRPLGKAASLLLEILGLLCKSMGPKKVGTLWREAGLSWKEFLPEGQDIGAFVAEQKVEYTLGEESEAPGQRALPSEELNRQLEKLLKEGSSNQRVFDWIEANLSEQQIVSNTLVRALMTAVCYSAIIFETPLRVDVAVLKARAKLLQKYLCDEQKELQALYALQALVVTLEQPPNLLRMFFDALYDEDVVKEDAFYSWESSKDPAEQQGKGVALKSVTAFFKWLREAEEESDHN
EP2 modulator = modulators of human EP2 prostaglandin E2 receptor. AID 940. EP2-expressing cells, cAMP HTRF FRET, PGE2 co-stimulation. 0.83% of 260,000 active. P43116. induction, % at 25 µM;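 active = compounds whose cAMP rise, as percent of the full-agonist control response, exceeds 60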;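 also: rat C6 glioma line stably carrying human EP2 under a CMV promoter; the protocol text gives 20 µM as final concentration; 100% = response of wells given 1 µM PGE2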
L929 necroptosis = L929 zVAD cell death inhibition | L929 zVAD necroptosis rescue, ATP luminescence, 24 h; with zVAD 60 µM | 0.38% of 220,000 active | AID 1377 | viability rescue, % at 10 µM;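 active = activation, scaled between plate controls, above about 75%, limit read from the data; inactive = activation under that limit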;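 also: 0% = zVAD with DMSO and 100% = DMSO alone without zVAD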
Calpain2 inh = inhibitors of pig calpain II | inhibition, % at 16 µM | AID 1236 | purified calpain II, fluorogenic peptide substrate, 30 min | 0.37% of 220,000 active;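 active = inhibition above about 50%, limit read from the data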
EP2 antag = blocks the human prostaglandin E2 receptor EP2. inhibition, % at 25 µM. 0.52% of 260,000 active. C6 glioma cells expressing human EP2, cAMP TR-FRET; cells stimulated with saturating PGE2;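 active = percent inhibition above 40 after rounding to a whole number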;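 also: rat C6 glioma host cells with rolipram phosphodiesterase inhibitor present; the protocol text gives 20 µM as final concentration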
* = called active by the depositor; · = not tested or not shown; & = joins results of further samples; [ ] = remark or other dose. This is a subset; the hit share may differ from the screen's.

SMILES	TbHK1 inh	14-3-3 Bad PPI	Rad51 HR inh	Hck-Nef inh	eIF4E-4G inh	EP2 modulator	L929 necroptosis	Calpain2 inh	EP2 antag
CCC(=NCC1CCCO1)c1c(O)n(-c2ccccc2C)c(=O)[nH]c1=O (stereo not drawn)	-13	-2	14	-2	6	9	0.4	5	15
Cc1ccc(N2C(=O)NC(=O)/C(=C\c3cnc(-c4ccccc4)nc3)C2=O)cc1	0	13[fluorescence artefact?]	-6	8	3	2	0.6	-4	6
CC(=NCc1cccnc1)c1c(O)n(-c2ccc(C)cc2)c(=O)[nH]c1=O	-12	-2	3	0	0	-2	0.9	23	3
Cn1cc(C(=O)N2CCCCC2)c2ccccc21	0	-6	-8	14	-4	11	-0.3	0	4
Cc1nnc(SCc2nc3ccccc3c(=O)n2-c2ccccc2Cl)n1N	-1	4[fluorescence artefact?]	0	5	11	1	-0.5	-31	13
O=S(=O)(c1ccc(Cl)cc1Cl)N1CCCC1c1cccnc1 (stereo not drawn)	-3	1	-11	3	-5	13	0.7	18	6
O=C(Nc1ccc(C(F)(F)F)cc1)OC1CN2CCC1CC2 (stereo not drawn)	7	2	14	5	-1	-54	1.6	4	10
Cc1nn(Cc2ccccc2)c(Cl)c1C(=O)Nc1ccc(OC(F)(F)F)cc1	3	13[fluorescence artefact?]	-26	1	-1	-63	1.1	11	10
N=C1c2ccccc2CN1c1ccc(F)c([N+](=O)[O-])c1	4	2	20	8	-2	-33	-1.1	24	1
O=C(CCCN1CCC2(CC1)C(=O)NCN2c1ccccc1)c1ccc(F)cc1	7	-3	-6	-2	-2	-39&-15&-48	12	-6	27&15&26
Oc1ccc(Cl)cc1CN1CCN(Cc2ccccc2)CC1	-5	10[fluorescence artefact?]	2	1	5[fluorescence artefact?]	29	-0.2	17	6
CC12CC[C@H]3[C@@H](CCC4(O)C[C@H](O)CCC34/C=N/NC(=O)Cc3ccccc3)C1(O)CCC2C1=CC(=O)OC1 (stereo partly drawn)	-6	-3	-6	19	-2	28	0.9	1	9
C=CCn1c(O)c(/C(CC)=N/NC(=S)Nc2ccccc2)c(=O)[nH]c1=O	-16	-10	-10	41	-2	1	1.0	-1	13
COc1cccc(NP(=O)(Oc2ccccc2)Oc2ccccc2)c1	4	2[fluorescence artefact?]	-2	1	0	2	0.6	26	4
CN1C(=O)C(=Cc2ccc(-c3cccc(Cl)c3)o2)C(=O)N(C)C1=O	3	5	·	26	0	2	·	-7	9
COc1ccc(C2N3CC(C)(C)CN23)cc1 (stereo not drawn)	-6	5[fluorescence artefact?]	·	8	-3	13	-0.2	-8	12
CC(C)(C)c1ccc(CN2C(=O)CN=C(c3ccccc3)c3ccccc32)cc1	5	2	-8	0	8	25	0.3	16	6
O=C(Cn1ncc2ccccc21)N1CCC2(CC1)OCCO2	3	0	1	1	0	21	-0.3	-5	2
COc1ccc(CCNCc2ccncc2)cc1	-9	6	-2	3	12	20	-0.1	-4	11
CC[N+](C)(CC)CCCCOc1ccc2c(c1)C(=O)c1cc(OCCCC[N+](C)(CC)CC)ccc1-2	-4	1	42*	15	25	-22	0.5	0	15

A second format for some results above.
mol,TbHK1 inh,14-3-3 Bad PPI,Rad51 HR inh,Hck-Nef inh,eIF4E-4G inh,EP2 modulator,L929 necroptosis,Calpain2 inh,EP2 antag
COc1cccc(NP(=O)(Oc2ccccc2)Oc2ccccc2)c1,4,2[fluorescence artefact?],-2,1,0,2,0.6,26,4
CN1C(=O)C(=Cc2ccc(-c3cccc(Cl)c3)o2)C(=O)N(C)C1=O,3,5,·,26,0,2,·,-7,9
COc1ccc(C2N3CC(C)(C)CN23)cc1 (stereo not drawn),-6,5[fluorescence artefact?],·,8,-3,13,-0.2,-8,12
CC(C)(C)c1ccc(CN2C(=O)CN=C(c3ccccc3)c3ccccc32)cc1,5,2,-8,0,8,25,0.3,16,6

Part of the list above, with values under each structure.
Values run as follows: TbHK1 inh	14-3-3 Bad PPI	Rad51 HR inh	Hck-Nef inh	eIF4E-4G inh	EP2 modulator	L929 necroptosis	Calpain2 inh	EP2 antag
C=CCn1c(O)c(/C(CC)=N/NC(=S)Nc2ccccc2)c(=O)[nH]c1=O
→ -16	-10	-10	41	-2	1	1.0	-1	13
COc1cccc(NP(=O)(Oc2ccccc2)Oc2ccccc2)c1
→ 4	2[fluorescence artefact?]	-2	1	0	2	0.6	26	4
CN1C(=O)C(=Cc2ccc(-c3cccc(Cl)c3)o2)C(=O)N(C)C1=O
→ 3	5	·	26	0	2	·	-7	9
COc1ccc(C2N3CC(C)(C)CN23)cc1 (stereo not drawn)
→ -6	5[fluorescence artefact?]	·	8	-3	13	-0.2	-8	12
CC(C)(C)c1ccc(CN2C(=O)CN=C(c3ccccc3)c3ccccc32)cc1
→ 5	2	-8	0	8	25	0.3	16	6
O=C(Cn1ncc2ccccc21)N1CCC2(CC1)OCCO2
→ 3	0	1	1	0	21	-0.3	-5	2

Later entries:
SMILES	TbHK1 inh	14-3-3 Bad PPI	Rad51 HR inh	Hck-Nef inh	eIF4E-4G inh	EP2 modulator	L929 necroptosis	Calpain2 inh	EP2 antag
O=C(CCC(=O)N1CCC2(CC1)OCCO2)Nc1nnc(C2CCCCC2)s1	-8	0	20	12	-1	-12	1.2	-14	6
CCN1C(=O)/C(=C/c2ccc3c(c2)CCN3CCCCl)C(=O)NC1=S	10	-28	-30	55*	9[fluorescence artefact?]	-33	0.9	-57	15
CC(C)CNC(=O)c1c(N)n(Cc2ccc3c(c2)OCO3)c2nc3ccccc3nc12	-14	5[fluorescence artefact?]	-4	2	0[fluorescence artefact?]	44	0.2	-55	9
COc1ccc(CCNCc2ccc(F)cc2)cc1OC	2	-10[fluorescence artefact?]	1	-2	1	8	-0.2	3	7
C=CCn1c(O)c(C(CC)=Nc2ccc(N(C)C)cc2)c(=O)[nH]c1=O	-5	-10	15	14	5	-32	1.8	2	21
CC(C)C12CN3CC(C(C)C)(CN(C1)C3c1cccnc1)C2=O (stereo not drawn)	1	6	-10	1	5	21	0.4	4	5
CCNC(=O)[C@H]1O[C@@H](n2cnc3c(N)ncnc32)[C@H](O)[C@@H]1O	·	-2	-7	·	3	36	·	-9	13
OC(Cc1ccccc1)(c1ccccc1)C1CN2CCC1CC2 (stereo not drawn)	3	4	-1	-19	5[fluorescence artefact?]	13	-1.2	-6	7
NC(=O)c1ccc(C(=O)Nc2ccc([As](=O)(O)O)cc2)cc1	-2	1	0	1	90*	8&25	0.1	5	2&12
CCOc1ccccc1N=C1SCCCN1C	3	40[fluorescence artefact?]	-4	-5	13[fluorescence artefact?]	-6	-1.1	-14	6
CCOc1ccc2nc(N3CCC(C(=O)N4CCC5(CC4)OCCO5)CC3)sc2c1	-11	-9	1	0	6	-8	-2.0	11	11
Cc1ccc(N2C(=O)NC(=O)/C(=C\C=C\c3ccco3)C2=O)cc1	6	-1	·	29	0	-29	-0.2	-9	26
CN1CCCC1C(O)(c1ccccc1)c1ccccc1 (stereo not drawn)	-3	·	2	0	·	·	-0.1	·	10
O=C(CN1CCN(Cc2cccc(Cl)c2)C1=O)N1CCC2(CC1)OCCO2	1	-5	-11	1	-1	11	1.3	10	12
O=c1[nH]c(=S)n(-c2ccc(F)cc2)c(O)c1/C=N/N1CCOCC1	-51	-1	0	-19	2	0	0.3	16	7
COC(=O)c1ccc(N2CCN(C)CC2)c([N+](=O)[O-])c1	-11	1	-9	-29	2	-2	-0.4	17	9
FC(F)(F)C1=NC(C(F)(F)F)=NP(N2CCOCC2)(N2CCOCC2)=N1	-1	-7	-4	-2	3	-7	1.1	19	9
O=C(O)C12C3CCCC1C32c1ccccc1 (stereo not drawn)	3	7	-4	-1	-7	16	-0.1	-7	1
CCCCc1nc2ccccc2c(=O)n1-c1ccc(O)cc1	5	11[fluorescence artefact?]	-3	1	-3	15	0.1	10	9
O=c1[nH]c(=S)[nH]c(O)c1N=Nc1cccc(S(=O)(=O)N2CCOCC2)c1	-38	-2	10	-3	-7	7	0.5	-1	13
COC(=O)CN1C(=O)C2(C(C(=O)OC)=C(N)Oc3ccccc32)C2=C1CC(C)(C)CC2=O (stereo not drawn)	-13	8	-1	1	-2	29	0.4	-13	3
Clc1ccccc1CN1CCN(c2ccccc2Cl)CC1	-7	63[fluorescence artefact?]	5	-1	-2[fluorescence artefact?]	41	0.8	11	5
Fc1ccc(CCNCc2cccc(Cl)c2)cc1	-2	24[fluorescence artefact?]	-2	2	4[fluorescence artefact?]	-20	-0.2	-23	1
O=C1CC(N2CCC(n3c(=O)[nH]c4ccccc43)CC2)C(=O)N1Cc1ccccc1 (stereo not drawn)	6	6	·	4	1	7	0.1	20	11
NCCCC(=O)OC1N=C(c2ccccc2Cl)c2cc(Br)ccc2NC1=O (stereo not drawn)	7	-5	4	5	0	13	0.4	-13	6
CN1C(=O)/C(=C\c2ccc(N3CCCCC3)o2)C(=O)NC1=S	-6	-14[fluorescence artefact?]	-137	-1	1[fluorescence artefact?]	28	0.2	1	8
COc1ccc2oc3c(c2c1)NC(=O)CN=C3c1ccccc1	-18	-5	5	15	6	-10	0.3	-2	7
COc1cc(OC)cc(-n2nc(C(=O)N3CCC4(CC3)OCCO4)c3ccccc3c2=O)c1	-2	3	-2	-3	4	-1	0.5	-3	12
COc1ccc(CNCC(=O)N2CCC3(CC2)OCCO3)cc1	-1	15	0	-9	0	26	0.5	-6	10
O=C1CCN(C(=O)C(Cl)Cl)N1	-1	-16	3	20	-4	13	1.1	-14	1
O=P(Nc1ccccc1Cl)(c1ccccc1)c1nc2c(s1)CCCC2 (stereo not drawn)	-3	1	-7	1	-2	21	-0.3	0	5
O=C(Cc1ccc(Br)cc1)N1CCN(Cc2ccccc2)CC1	-10	-14	0	1	-7	-5	-0.3	-18	9
Cn1c(O)c(C=NCCN2CCNCC2)c(=O)n(C)c1=O	-3	-7	5	-6	-3[fluorescence artefact?]	6	-0.7	-20	3
CC(C)n1c(=O)c(C=Nc2ccc(F)cc2)c(O)n(Cc2ccco2)c1=O	-22	3	25	2	-1	44	·	1	8
Nc1nc(SCCC(F)=C(F)F)n[nH]1	-3	-5	11	-3	-1	26	0.8	-19	12
CCCCn1c(O)c(C(CC)=NCCN2CCOCC2)c(=O)[nH]c1=O	7	-1	1	-22	-2	16	1.4	-19	5
COc1ccc(OC)c(N=Cc2c(O)n(Cc3ccccc3)c(=S)[nH]c2=O)c1	-20	-11	-42	-68	-1	32	0.5	-16	14
O=c1[nH]c(=O)n(Cc2ccco2)c(O)c1C=NCCN1CCNCC1	-7	-5	6	12	6	8	0.8	9	17
Cc1cccc(-n2c(C)nc3ccccc3c2=O)n1	-5	3	-1	4	-1[fluorescence artefact?]	35	0.4	-10	6
CCN(CC)P(=O)(c1nccn1C)N(CC)CC	12	-1	-20	5	1	0	-1.7	9	9

Pulled by structure from the list above (3):
SMILES	TbHK1 inh	14-3-3 Bad PPI	Rad51 HR inh	Hck-Nef inh	eIF4E-4G inh	EP2 modulator	L929 necroptosis	Calpain2 inh	EP2 antag
COC(=O)CN1C(=O)C2(C(C(=O)OC)=C(N)Oc3ccccc32)C2=C1CC(C)(C)CC2=O (stereo not drawn)	-13	8	-1	1	-2	29	0.4	-13	3
COc1cc(OC)cc(-n2nc(C(=O)N3CCC4(CC3)OCCO4)c3ccccc3c2=O)c1	-2	3	-2	-3	4	-1	0.5	-3	12
CCN(CC)P(=O)(c1nccn1C)N(CC)CC	12	-1	-20	5	1	0	-1.7	9	9
